# High-throughput results from PubChem BioAssay.
# IMPase Li cell: qHTS Assay for Identifying the Cell-Membrane Permeable IMPase Inhibitors: Potentiation with Lithium; Potency, µM (doses to about 59.4 µM), without a hit: at the highest dose activity, negative = IMPase inhibition, actives largely listed as inhibitors; CHO-M1 cells, IP1 TR-FRET (IP-One), carbachol + lithium; actives 0.35% (n = 210,000);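 further: IP1 builds up when IMPase is blocked and the TR-FRET signal falls; potency means the concentration at half of the fitted maximal effect; plate controls were basal vehicle for no effect and high inhibitor control for full effect; nearly all actives have a fitted effect of over 50% in size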
#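 CHO-M1, 2000 cells/well, 16–30 h culture; cpd + low Li+, 30 min 37C; lysis with d2-IP1/Eu-anti-IP1 Ab, 10 min RT; TR-FRET 665/620 ratio and 620 channel; AC50 via Hill.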
# NPSR antag: qHTS Assay for Antagonists of the Neuropeptide S Receptor: cAMP Signal Transduction; Q6W5P4; CHO-NPSR cells, cAMP TR-FRET, antagonist mode; actives 1% (n = 220,000); Potency, µM (top dose mostly 38.3 µM), inactives show at the top dose activity change, negative = inhibition, most hits filed as inhibitors; further: potency means the concentration at half of the fitted maximal effect; on the % scale 0 is the no-effect control and ±100 the full control effect; nearly all actives have a fitted effect of over 50% in size; many of its hits are not listed in these tables
# Luc counter: Counterscreen for Luciferase (Kinase-Glo TM) Inhibition; Kinase-Glo luciferase, ATP luminescence, 8 min; Potency, µM (top dose mostly 38.3 µM), without a hit: top-dose activity change, negative = inhibition, hits mostly inhibitors; actives 0.28% (n = 200,000); AID 1379, 2008; further: potency means the concentration at half of the fitted maximal effect; on the % scale 0 is the no-effect control and ±100 the full control effect; nearly all actives have a fitted effect of over 60% in size
#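 Inhibition of Kinase-Glo luciferase light generation was assessed at 10 uM ATP in pH 7.2 imidazole buffer, with luminescence measured after eight minutes at ambient temperature.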
# LMNA splice mod: qHTS Assay for Modulators of Lamin A Splicing. HeLa LMNA splicing GFP/RFP minigene ratio, 48 h. Potency, µM (highest dose often 46.1 µM), for inactives: at the highest dose ratio change, negative = inhibition, most hits filed as inhibitors. actives 0.01% (n = 200,000). AID 1487, 2009; active means well fitted inhibition curve with a large enough effect in the signal ratio, with a control signal flat, not every such curve was filed as active; inconclusive means small, poorly fitted or top-dose-only effect, or effect the other way, or a change in a side signal; the % refers to the signal ratio; further: potency means the concentration at half of the fitted maximal effect; on the % scale 0 is the no-effect control and ±100 the full control effect
#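 S3 HeLa cells stably expressing lamin A-EGFP splicing minigene plus DsRed2, 600 cells/well, 48 h compound exposure at 37C. Laser-scanning cytometry; analysed as GFP (500-530 nm)/RFP (575-640 nm) total intensity ratio; 0.5% DMSO vehicle.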
# CBFb-RUNX1 inh: qHTS Assay for Compounds Blocking the Interaction Between CBF-beta and RUNX1 for the Treatment of Acute Myeloid Leukemia; 230,000 tested, under 10 active; Runt-related transcription factor 1 (Homo sapiens) + Core-binding factor subunit beta …; AlphaScreen CBFb-His/RUNX1-biotin binding, biochemical; Potency, µM (doses to about 59.8 µM), for inactives: at the top dose activity, negative = inhibition, actives largely listed as inhibitors; AID 1477, 2009; further: % of control where 0% means no effect
# Target sequence (Q01196 whole entry, looked up): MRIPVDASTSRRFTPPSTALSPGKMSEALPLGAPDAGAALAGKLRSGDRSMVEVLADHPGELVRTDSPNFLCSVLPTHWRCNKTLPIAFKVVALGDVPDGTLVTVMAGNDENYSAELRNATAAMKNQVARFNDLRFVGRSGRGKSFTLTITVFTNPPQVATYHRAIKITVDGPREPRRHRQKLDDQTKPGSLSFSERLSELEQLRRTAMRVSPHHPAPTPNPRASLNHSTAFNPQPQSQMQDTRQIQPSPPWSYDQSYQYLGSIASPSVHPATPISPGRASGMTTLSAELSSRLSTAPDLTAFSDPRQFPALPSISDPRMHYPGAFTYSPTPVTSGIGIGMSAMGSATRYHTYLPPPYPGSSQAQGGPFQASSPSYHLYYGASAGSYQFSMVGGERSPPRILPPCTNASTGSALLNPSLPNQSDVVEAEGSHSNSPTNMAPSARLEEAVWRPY
# Target sequence (Q13951 whole entry, looked up): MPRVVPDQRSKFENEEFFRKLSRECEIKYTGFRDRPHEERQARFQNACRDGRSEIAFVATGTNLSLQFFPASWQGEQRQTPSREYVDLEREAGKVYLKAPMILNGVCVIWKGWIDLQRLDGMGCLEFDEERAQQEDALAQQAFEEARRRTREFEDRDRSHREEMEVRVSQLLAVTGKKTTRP
#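 Interaction loss through any mechanism counts as activity. Pre-formed complex of His-CBF-beta and biotin-RUNX1 (30 nM apiece) is incubated with compound 15 min, then with 50 ng nickel and 50 ng streptavidin beads for 90 min before AlphaScreen detection.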
# Epigenetic reg: Quantitative High-Throughput Screen for Regulators of Epigenetic Control; murine LDR cells, GFP reporter derepression, 30 h; AID 1865, 2009; actives 0.2% (n = 280,000); Potency, µM (highest dose often 53.9 µM), without a hit: at the highest dose GFP activation, actives largely listed as activators; further: potency means the concentration at half of the fitted maximal effect; % of control where 0% means no effect; nearly all actives have a fitted effect of over 60% in size
#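 Murine LDR cells carrying a silenced, genomically integrated CMV-driven GFP reporter were exposed to compound for 30 hours at 37 C. After PBS washes, GFP-positive cells (20–120 um objects) were counted by laser-scanning microplate cytometry.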
# aGal spleen mod: qHTS Assay for Inhibitors and Activators of Human alpha-Galactosidase From Spleen Homogenate; Alpha-galactosidase A (Homo sapiens), P06280; human spleen homogenate, 4MU-alpha-Gal fluorescence, 40 min; Potency, µM (top dose mostly 80 µM), without a hit: top-dose activity change, negative = inhibition, hits mostly inhibitors; actives 0.008% (n = 240,000); AID 2107, 2009;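 further: potency means the concentration at half of the fitted maximal effect; 0% = enzyme with vehicle and -100% = no enzyme basal signal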
# Target sequence (P06280 32-429 limits assumed): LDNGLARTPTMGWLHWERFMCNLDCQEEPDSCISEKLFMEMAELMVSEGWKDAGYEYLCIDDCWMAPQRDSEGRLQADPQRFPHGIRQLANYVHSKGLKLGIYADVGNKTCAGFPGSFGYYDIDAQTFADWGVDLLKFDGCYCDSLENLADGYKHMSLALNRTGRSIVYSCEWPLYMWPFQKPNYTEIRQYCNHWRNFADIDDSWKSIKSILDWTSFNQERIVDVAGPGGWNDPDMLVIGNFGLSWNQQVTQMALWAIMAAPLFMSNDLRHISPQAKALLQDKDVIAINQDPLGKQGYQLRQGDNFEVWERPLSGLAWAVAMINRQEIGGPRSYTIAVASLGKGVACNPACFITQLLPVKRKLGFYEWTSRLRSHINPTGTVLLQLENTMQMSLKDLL
#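 Human spleen homogenate (1 ug) was the enzyme source, with 4-methylumbelliferyl-alpha-D-galactopyranoside (1 mM final) in pH 5.0 citrate buffer with 0.01% Tween-20. Compounds were titrated; after 40 min at 37C, NaOH/glycine stop, 4-MU fluorescence read; AC50 from Hill fits.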
# * = called active by the depositor; ? = inconclusive; . = no result given; [ ] = remark or other dose. Unless noted, the call rests on the fitted dose curve; in most records, active means well fitted curve in the direction sought with a large enough effect; inconclusive means small, poorly fitted or top-dose-only effect, or another doubt; inactive means no such curve, though single readings can be large; an effect the other way counts as inactive or inconclusive. Some of the compounds tested; rates above refer to the full screens.
Compound | aGal spleen mod | IMPase Li cell | CBFb-RUNX1 inh | NPSR antag | Luc counter | LMNA splice mod | Epigenetic reg
Cc1nnc(SCC2=C(C(=O)O)N3C(=O)C(NC(=O)Cn4nc(C(F)F)cc4C)C3SC2)s1 (configuration not stated) | -10% | 11% | 6% | 5% | -1% | ? | -2.2%
CCOC(=O)c1c(C)[nH]c(C(=O)COC(=O)/C=C/c2ccc(O)c(OC)c2)c1C | 15% | 4% | -2% | 7% | 2% | -4% | -1.9%
O=C(OC1CCOC1=O)c1ccc(NS(=O)(=O)c2cccs2)cc1 (configuration not stated) | 0% | 5% | 1% | -10% | 2% | -9%[46 µM] | 3.8%
Cc1c(Nc2nc(-c3ccccc3)cs2)c(=O)n(-c2ccccc2)n1C | -3% | 6% | -8% | 7%[46.1 µM] | 6% | -8% | 0.0%
Nc1c(NCCN2CCCCC2)c2ccccc2oc1=O | -10% | 18% | 7% | -14% | 0% | . | -5.8%
COc1cc(C)c(Cl)cc1S(=O)(=O)n1ccnc1 | 9% | 5% | 18% | 9% | -2% | -10%[46 µM] | -0.3%
CCOC(=O)C1CCN(C(=O)CC(C)c2ccccc2)CC1 (configuration not stated) | -5% | -4%[38.3 µM] | 2% | -8%[46.1 µM] | 2% | 7% | -0.7%
Cc1cc(=O)oc2c1c(C)nn2-c1ccc(Cl)cc1 | -7% | 11% | 3% | -20% | -1% | 15%[46 µM] | -7.9%
Nn1c(SCc2cccc(C(F)(F)F)c2)nnc1-c1ccco1 | -2% | -3%[38.3 µM] | 1% | -18%[7.67 µM] | -4% | -4% | -0.1%
CSc1ccccc1NC(=O)CN(c1ccccc1)S(=O)(=O)N(C)C | 2% | 22%[38.3 µM] | 5% | -7%[46.1 µM] | 2% | -9% | 2.6%
CC(C)(C)OCC(O)CN1CCN(C(=O)c2ccccc2)CC1 (configuration not stated) | 5% | 2% | 1% | 19% | -2% | . | -3.4%
CCOC(=O)C1=NNC(C(=O)c2ccc(C)cc2)C1c1ccc(C)cc1 (configuration not stated) | -2% | 8% | 0% | -19% | 2% | 0% | -1.8%
C=CCn1c(C)cc(C(=O)CSc2ccc(NC(C)=O)cc2)c1C | 4% | 15%[38.3 µM] | -13% | -13%[46.1 µM] | -2% | 0% | -1.2%
CN1C(=S)N(c2ccccc2)C(=O)/C1=C/c1ccco1 | 3% | -4% | 0% | -13% | 7% | 15% | 0.9%
Cn1c(=O)c(/C=C/c2ccc(F)cc2)nc2ccccc21 | -5% | 11% | 29% | ? | -4% | . | 3.1%
COC(=O)c1sc(NC(=O)CSc2nnnn2-c2cccc(OC)c2)nc1C | 3% | 9% | 3% | -10%[46.1 µM] | 6% | -2% | 2.3%
Cc1ccc(-c2nnc(CSc3nc(C)nc4sc(C)c(C)c34)o2)cc1 | 0% | 7%[38.3 µM] | -6% | -1%[46.1 µM] | 0% | 4% | -3.3%
CCOC(=O)c1cnn(CCOC(=O)c2ccc(OC)cc2)c1NC(=O)c1ccc(OC)cc1 | 9% | -7% | -7% | 5% | -3% | -11% | 1.5%
O=C(CC1=NC2(CCCC2)Cc2ccccc21)N1CCOCC1 | -2% | 5%[38.3 µM] | 4% | 4%[46.1 µM] | -4% | 3% | -0.4%
C=CCN=C(NC#N)SCC(=O)NC(C)(C)C | -1% | -11%[38.3 µM] | -2% | 6%[46.1 µM] | 1% | 1% | 1.0%
CC1(C)CC2(CC(c3cccs3)c3cc(Cl)c(O)cc3O2)NC(=S)N1 (configuration not stated) | 11% | 1%[38.3 µM] | -11% | 2%[46.1 µM] | 5% | 12% | -0.9%
O=[N+]([O-])c1ccc(C2=NCCO2)cc1 | -7% | . | 11% | 8% | . | . | -0.1%
Cc1nc(SCC(=O)Nc2ccccc2)c2oc3ccccc3c2n1 | -6% | . | -2% | ? | . | -13% | -1.0%
CC(CSc1nnnn1-c1ccccc1)Cn1c(N2CCCC2)nc2c1c(=O)[nH]c(=O)n2C (configuration not stated) | 3% | 5% | -13% | 8% | 0% | 2% | 3.0%
COc1ccc(C(=O)NC(CC(C)C)C(=O)O)cc1OC (configuration not stated) | -8% | 19%[38.3 µM] | -20% | -6%[46.1 µM] | 1% | 10% | 1.9%
Cc1cccc2sc(NNC(=O)C3=COCCO3)nc12 | 1% | 3% | 12% | 13% | 2% | . | -7.5%
O=C(NC1CCCC1)c1cc2c(ccc3ccccc32)o1 | 2% | 38%[activator][38.3 µM] | -1% | -22%[46.1 µM] | -3% | -16% | -0.7%
CN(C(=O)Cn1cc(C#N)c2ccccc21)c1ccccc1 | 5% | 6% | 6% | 12% | -2% | 3%[46 µM] | 1.6%
O=C(CSc1ncnc2c1cnn2CCc1ccccc1)Nc1cccc(C(F)(F)F)c1 | -8% | 51%[activator][38.3 µM] | 11% | -21%[46.1 µM] | -4% | ? | -1.0%
CC(C)Oc1ccc(CCC(=O)NNC(=S)Nc2ccccc2)cc1 | 2% | . | -2% | 29% | . | . | 0.3%
Cc1ccc(-c2cc(C(=O)OCC(=O)Nc3cc(C)on3)c3ccccc3n2)c(C)c1 | 3% | 25%[38.3 µM] | 3% | ? | -8% | 6% | -1.8%
COc1ccc(N2CCN(Cc3nc4ccccc4c(=O)[nH]3)CC2)cc1 | -1% | 27%[38.3 µM] | -1% | -19%[46.1 µM] | 3% | -3% | -1.1%
Cc1ccnc(NC(=O)CCC(=O)N(CC(=O)NC2CCCCC2)c2cccc(C)c2C)c1 | 20% | 22%[38.3 µM] | 6% | -9%[46.1 µM] | 0% | -6% | 0.0%
CC(=O)c1ccc(-c2ccc([C@H]3[C@@H]4C=CCC[C@@]4(C)C(=O)N3Cc3ccccc3)c(F)c2)cc1 | 10% | . | 23% | ? | . | . | 8.9%
Cc1ccc(C)c(NC(=S)NNC(=O)c2cc3c(s2)CCC(C)C3)c1 (configuration not stated) | -2% | . | -8% | -23%[46.1 µM] | . | -10% | -0.9%
Cc1cc(C(=O)N/N=C/c2ccc(-c3cccc(Cl)c3)o2)n[nH]1 | -3% | . | 2% | 17% | . | -13%[46 µM] | 1.1%
COc1ccc(NC(=O)C2CCC(C(C)(C)C)CC2)cc1S(=O)(=O)N1CCCCC1 (configuration not stated) | -6% | 10% | 8% | -49% | 2% | ? | 0.0%
CC(C)(C)NC(=O)NC(=O)CSc1ncccn1 | -4% | 0% | -2% | 3% | 0% | . | -1.5%
CCOC(=O)COc1ccsc1C(=O)OC | 3% | 5%[38.3 µM] | 1% | -4%[46.1 µM] | -2% | 13% | -1.1%
O=[N+]([O-])c1cc([N+](=O)[O-])c(N2CCCCCC2)cc1NCCO | -2% | 2%[38.3 µM] | -10% | -17%[46.1 µM] | 1% | 20% | ?

# Profiles as entered above. Order of values: aGal spleen mod, IMPase Li cell, CBFb-RUNX1 inh, NPSR antag, Luc counter, LMNA splice mod, Epigenetic reg
# Listed for `CCOC(=O)c1cnn(CCOC(=O)c2ccc(OC)cc2)c1NC(=O)c1ccc(OC)cc1` = 9%, -7%, -7%, 5%, -3%, -11%, 1.5%
# Listed for `Cc1nnc(SCC2=C(C(=O)O)N3C(=O)C(NC(=O)Cn4nc(C(F)F)cc4C)C3SC2)s1` (configuration not stated) = -10%, 11%, 6%, 5%, -1%, ?, -2.2%
# Listed for `CCOC(=O)c1c(C)[nH]c(C(=O)COC(=O)/C=C/c2ccc(O)c(OC)c2)c1C` = 15%, 4%, -2%, 7%, 2%, -4%, -1.9%

# Following part:
Compound | aGal spleen mod | IMPase Li cell | CBFb-RUNX1 inh | NPSR antag | Luc counter | LMNA splice mod | Epigenetic reg
COc1ccc(C(C)(C)C)cc1NC(=O)C1C2C=CC(C2)C1C(=O)O (configuration not stated) | -9% | -9%[38.3 µM] | 1% | 1%[46.1 µM] | -5% | 3% | -1.9%
Cc1cc(C)c2[nH]c(=O)c(CN(Cc3ccco3)C(=O)c3cccs3)cc2c1 | 9% | -1%[38.3 µM] | 1% | ? | 1% | 9% | 3.2%
O=C(O)CCN=C1CCc2ccccc2N1 | 1% | 20%[38.3 µM] | 1% | 9%[46.1 µM] | 1% | 8% | 1.7%
O=C(c1cc2c([nH]c1=O)CCCC2)N1CCc2c([nH]c3ccccc23)C1c1ccccc1F (configuration not stated) | 0% | 12% | -20% | 37% | -2% | -13%[46 µM] | -4.9%
O=S(=O)(c1ccccc1)N1CCC[C@@]2(CCN(Cc3nccs3)C2)C1 | 0% | -16% | . | . | -1% | . | .
O=C(Cn1ncc(Cl)c(Cl)c1=O)NC1CCS(=O)(=O)C1 (configuration not stated) | -4% | . | 17% | 5% | . | . | 1.1%
O=C(COC(=O)c1cccnc1Cl)Nc1cccc(S(=O)(=O)N2CCCCC2)c1 | -1% | 2% | 4% | 4% | -1% | 1%[9.22 µM] | -3.1%
FC(F)(F)c1ccccc1-c1cc(N2CCNCC2)ncn1 | 7% | 7% | . | . | -7% | -8% | 1.0%
COc1ccccc1C1N(c2ccc(F)cc2)C(=O)C2CCCN21 (configuration not stated) | -2% | 36%[activator][38.3 µM] | 10% | -12%[46.1 µM] | 1% | -3% | 0.9%
C=CCSc1nc2sc3c(c2c(=O)n1CC)CCc1ccccc1-3 | -8% | 7%[38.3 µM] | -1% | -29%[46.1 µM] | -8% | 1% | 4.9%
COc1ccc(/C=N/NC(=O)Cn2cnc3ccccc3c2=O)cc1 | -4% | 6% | -1% | 15% | 4% | -4% | 0.0%
CCc1ccc(Nc2nnc(SCC(=O)Nc3cccc(S(=O)(=O)NC4=NCCCCC4)c3)s2)cc1 | 0% | -1% | 1% | 1% | -10% | ? | 0.0%
CC(NC(=O)Cc1ccccc1)c1cc2c(cc1Br)OCCCO2 (configuration not stated) | 3% | -13% | 5% | 3% | -2% | 1% | 14%
COc1ccc(Cn2cnc3sccc3c2=O)cc1 | -12% | 7%[38.3 µM] | -2% | 1%[46.1 µM] | 0% | 3% | -3.0%
Fc1cccc(-n2c(-c3cccs3)nc3nc4ccccc4nc32)c1 | 1% | . | 12% | -35% | . | . | 1.1%
CC(C)c1ccc(NC(=O)NCc2ccc(F)cc2)cc1 | 4% | 10% | 4% | 1% | 3% | 9%[46 µM] | -2.2%
CCOC(=O)C1(Cc2ccccc2)CCCN(CCO)C1 (configuration not stated) | 1% | 10% | 5% | 1% | 4% | -8%[46 µM] | 0.9%
